HCV core dimer = blocks dimerization of HCV core protein. TR-FRET GST/Flag-core106 dimerization, 1536-well. inhibition, % at 5 µM. 300,000 compounds, 0.33% hits. AID 1899;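 active means inhibition above the mean of all tested compounds plus 3 SD, set per screening campaign, cut at about 45% in these data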
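Assay system – GST-tagged and Flag-tagged HCV core protein residues 1-106 · Quantity – core106 proteins, GST 13.5 nM and Flag 17 nM · Benchmarks – unlabelled core106 and no-GST-core106 wells · Read-out basis – percent inhibition of core106 dimerization signal · Detection – time-resolved FRET, ex 340 nm, em 617 and 671 nm · Schedule – 4 h at 22.5 °C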
Yeast superoxide = yeast age-related superoxide inhibition as caloric restriction mimetic | S. cerevisiae aged cells, superoxide DHE fluorescence; stronger effect = lower value | superoxide response (% of plate mean), % at 10 µM | 330,000 compounds, 0.18% hits | AID 2690;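 active means superoxide response under a set limit, about three screen SD below normal, cut at about 65% in these data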;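 further: yeast aged for seven days with compound at 30 °C before DHE staining; 100% = average MFI of all compound-treated wells on the plate with controls excluded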
TPT1 inhibitor = C. albicans TPT1 enzyme inhibition; recombinant caTPT1, FP RNA substrate dephosphorylation; inhibition, % at 5 µM; 300,000 compounds, 0.81% hits; AID 1962;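 active means inhibition above the mean of all tested compounds plus 3 SD, set per screening campaign, cut at about 24% in these data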;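 further: plate controls were DMSO alone for no effect and ferristatin control at 100 nM for full effect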
GASC-1 inh = inhibitors of human GASC-1 (JMJD2C) demethylase | inhibition, % at 2.35 µM | 330,000 compounds, 0.069% hits | AID 2099 | Q9H3R0 | GST-JMJD2C(1-420) H3K9me3 demethylation, DELFIA europium;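 active means more than half of a compound's replicate wells show inhibition beyond 50%, single wells judged on their own value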;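 further: signal counts dimethyl H3K9 product captured on neutravidin plate; 0% = median of DMSO wells and 100% = 0.3 times that DMSO median; strong numbers were not always called active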
PP1 inh = blocks human PP1-alpha phosphatase, a PP5 counter-screen. AID 2235. P62136. inhibition, % at 6.7 µM. purified PP1alpha, OMFP fluorescence. 320,000 compounds, 0.9% hits;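 active means inhibition above the mean inhibition of all tested compounds plus 3 SD, computed separately for each screening campaign, cut at about 15% in these data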
Target sequence (P62136 whole entry, looked up): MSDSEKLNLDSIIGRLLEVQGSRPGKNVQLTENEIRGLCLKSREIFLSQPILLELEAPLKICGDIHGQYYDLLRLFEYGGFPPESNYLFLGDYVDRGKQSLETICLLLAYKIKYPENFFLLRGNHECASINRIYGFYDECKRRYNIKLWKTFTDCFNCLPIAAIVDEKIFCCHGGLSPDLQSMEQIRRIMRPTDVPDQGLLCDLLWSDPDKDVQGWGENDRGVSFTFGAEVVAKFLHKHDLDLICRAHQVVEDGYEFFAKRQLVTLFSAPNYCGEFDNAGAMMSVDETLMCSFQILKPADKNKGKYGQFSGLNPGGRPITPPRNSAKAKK
EBNA-1 inhibitor = blocks EBNA-1 binding to DNA | EBNA-1 DNA binding, fluorescence polarization | inhibition, % at 14.8 µM | 300,000 compounds, 0.34% hits | AID 1950; in the data active means inhibition above about 28%
ZTA DNA inh = counter-screen for EBNA-1 inhibitors: inhibitors of Epstein-Barr virus ZTA. P03206. ZTA-DNA binding, fluorescence polarization. inhibition, % at 11 µM. 320,000 compounds, 0.15% hits. AID 2234; in the data active means inhibition above about 33%
Target sequence (P03206 whole entry, looked up): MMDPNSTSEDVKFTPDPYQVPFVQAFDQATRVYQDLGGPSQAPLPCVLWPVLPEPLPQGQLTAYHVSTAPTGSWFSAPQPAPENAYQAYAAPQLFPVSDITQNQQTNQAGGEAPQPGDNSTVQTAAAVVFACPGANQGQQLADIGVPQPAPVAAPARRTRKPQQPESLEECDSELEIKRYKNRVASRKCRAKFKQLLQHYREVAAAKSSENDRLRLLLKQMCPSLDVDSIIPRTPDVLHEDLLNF
PP5 primary = blocks human protein phosphatase 5 activity; purified PP5c, OMFP substrate fluorescence; inhibition, % at 6.7 µM; 320,000 compounds, 0.18% hits;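 active means inhibition above the campaign's mean inhibition across all tested compounds plus 3 SD, cut at about 9.5% in these data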;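 further: 0% = DMSO only and 100% = 100 µM cantharidin control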
Target sequence (P53041 whole entry, looked up): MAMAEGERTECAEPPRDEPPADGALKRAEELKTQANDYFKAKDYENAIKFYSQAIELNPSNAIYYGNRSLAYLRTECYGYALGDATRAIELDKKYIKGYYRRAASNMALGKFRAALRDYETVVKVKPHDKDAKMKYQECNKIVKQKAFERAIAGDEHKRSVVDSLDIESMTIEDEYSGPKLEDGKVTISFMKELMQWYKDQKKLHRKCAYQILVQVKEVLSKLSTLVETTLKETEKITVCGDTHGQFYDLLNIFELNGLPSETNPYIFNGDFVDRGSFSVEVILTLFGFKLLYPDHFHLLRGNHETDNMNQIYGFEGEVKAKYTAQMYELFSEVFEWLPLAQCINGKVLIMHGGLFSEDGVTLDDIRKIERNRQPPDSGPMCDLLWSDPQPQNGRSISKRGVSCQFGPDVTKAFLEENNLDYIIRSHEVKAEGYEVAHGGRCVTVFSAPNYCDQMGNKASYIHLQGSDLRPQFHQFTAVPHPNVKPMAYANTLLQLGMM
CTSL1 counter = counter-screen for PFM18AAP inhibitors: inhibitors of F. hepatica cathepsin L1; recombinant F. hepatica cathepsin L1, Z-Leu-Arg-MCA fluorescence; inhibition, % at 5.96 µM; 300,000 compounds, 0.49% hits; AID 1906;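 active means inhibition above the mean of all tested compounds plus 3 SD, set per screening campaign, cut at about 17% in these data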;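 further: 0% = plate median of test compound wells and 100% = 1 µM Z-Phe-Ala-diazomethylketone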
* marks the source's active call; other numbers are inactive results; . = no result given; & = joins results of further samples.

Results follow in this order: HCV core dimer, Yeast superoxide, TPT1 inhibitor, GASC-1 inh, PP1 inh, EBNA-1 inhibitor, ZTA DNA inh, PP5 primary, CTSL1 counter
COc1ccc(NC(=O)c2cc(CC(C)C)nc3ccccc23)cc1
    11, 100, 0, 2, 2, -16, -2, 0.9, 4
O=C(NCC1CCCO1)C1CCN(C2CCN(C3CCCCCC3)CC2)CC1 (centres undefined)
    -2, 91, -2, -1, -7, 4, 1, 0.0, 2
CCc1ccc2oc(C(=O)NCc3ccc(S(N)(=O)=O)cc3)c(C)c2c1
    8, 101, 3, -19, 3, -4, 10, 1.1, 2
O=C(NCCOc1ccccc1)c1cc(S(=O)(=O)N2CCOCC2)ccc1F
    7, 103, 1, 9, -2, -2, 5, 1.2, 2
CCOC(=O)C1=C(C)NC(C)=C(C(=O)OC)C1c1cccc([N+](=O)[O-])c1 (centres undefined)
    -9, 101, -1, -8, 2, 2, -13, 3.9, 0
CN(C)C(CN=C1NS(=O)(=O)c2ccccc21)c1ccco1 (centres undefined)
    9, 89, -1, 14, -2, 8, 3, -0.5, -2
O=C(N/N=C/c1ccc(Br)o1)c1ccc2c(c1)OCCO2
    -6, 101, 2, 0, 1, 3, -15, 2.8, 3
O=C1NC(=Nc2ccccc2)c2c1cccc2[N+](=O)[O-]
    0, 106, 1, -1, -5, 5, 5, -2.0, 0
CCCCn1c(N)c(N(CCOC)C(=O)Cn2c(=O)oc3ccccc32)c(=O)[nH]c1=O
    -2, 93, 3, 19, -2, -5, -12, 0.9, -2
COCCN(C(=S)Nc1cccc(OC)c1)C1CCN(C(C)C)CC1
    -4, 101, -4, 3, 3, -5, -18, 2.6, -4
Cc1ccc(NC(=O)C(c2ccccc2)N2CCN(CC(=O)N3CCOCC3)CC2)cc1 (centres undefined)
    ., 100, ., 0, -9, ., -6, -0.1, .
COC(=O)NC1CCC(CC2CCC(NC(=O)OC)CC2)CC1 (centres undefined)
    4, 111, -2, 2, -4, 6, 3, 3.5, 1
COc1cc(CNCc2ccccn2)ccc1OCc1c(Cl)cccc1Cl
    -7, 124, 1, -35, 1, -8, -5, 0.1, 5
COc1ccc(CC(=O)NCC2CCCN(Cc3ccc(F)cc3F)C2)cc1 (centres undefined)
    -7, 112, 0, 24, 7, -11, -3, 4.4, 1
Cc1oc2cc3oc(=O)c(CCC(=O)NCCN4CCOCC4)c(C)c3cc2c1C
    -6, 113, 0, -2, -1, -7, -10, 3.4, 1
O=C(CSc1ccc(Cl)cc1)Nc1cccc(-c2nc3ccccc3[nH]2)c1
    -4, 108, -4, 5, 7, 2, -24, 1.2, 0
C=CCN1C(=O)/C(=C2/Sc3ccccc3N2CC)SC1=S
    -9, 95, 5, 9, 2, -6, 3, 1.5, 1
O=C(NC1CCCC1)C(c1ccc(F)cc1)N(Cc1ccccc1)C(=O)c1csnn1 (centres undefined)
    -2, 108, -1, -6, -3, 8, 2, 1.1, -10
O=C(c1cc(=O)[nH]c2ccccc12)N1CCN(c2ccccc2)CC1
    -9, 103, 1, ., 0, -1, -10, 0.1, -3
CCC(C)c1ccccc1NC(=O)COC(=O)c1ccc(N2CCCC2)c([N+](=O)[O-])c1 (centres undefined)
    5, 88, -1, 7, 4, -1, -6, 1.1, 5
O=C(CNCc1ccccc1Cl)NCc1ccco1
    1, 95, 0, -7, 1, 2, 3, -0.2, -1
Cc1csc(NC(=O)CCS(=O)(=O)c2ccc(Br)cc2)n1
    -2, 109, -2, 0, -5, 2, -13, 1.6, -6
Cc1ccc(S(=O)(=O)N2CCOCC2)cc1NC(=O)COC(=O)C1COc2ccccc2O1 (centres undefined)
    -9, 109, 1, 7, -2, -1, -23, 3.5, -1
CCSc1nnc2nc(C)cc(C)n12
    -11, 102, -4, -6, -2, -1, 4, 1.9, 0
Cc1cc(Nc2ncc(Cl)cc2Cl)n(-c2ccccc2C)n1
    7, 83, 0, -1, 3, -4, -7, -0.3, -2
COc1ccc(NC(=O)CN2CCN(CC(=O)Nc3ccccc3Cl)CC2)cc1
    -4, 103, -2, 18, -1, -3, -14, 1.5, 0
CSc1nccn1C(=O)c1ccccc1[N+](=O)[O-]
    -9, 98, -5, -3, 4, 0, -17, 2.0, 0
CN(C)c1ccnc(Nc2ccc(F)cc2)c1C#N
    -4, 104, 1, 3, 2, -5, 4, 2.6, 1
O=C(CCCc1nc(-c2ccccc2Cl)no1)NC1CCCCC1
    -2, 98, 3, -1, 0, 5, -10, 2.1, -1
CC(=O)Nc1cccc(C(=O)OCC(=O)c2ccc3c(c2)OCO3)c1
    -2, 105, 3, 0, -3, -6, 0, -2.3, 3
CN(C)CCCN=Cc1c(O)n(Cc2ccccc2)c(=O)c2ccccc12
    5, 89, 2, -4, -1, -6, -1, 1.1, 6
CCOC(=O)CNC(=O)COc1coc(CN2CCN(c3ccccc3F)CC2)cc1=O
    -2, 108, -2, -6, -2, -5, 3, 0.4, 3
N#CCCSCc1ccc(C(=O)O)o1
    -4, 90, -4, 2, -3, -1, 14, -0.5, 2
O=[N+]([O-])c1cccc(S(=O)(=O)N2CCCCCC2)c1
    -9, 94, -3, -12, -1, 2, 0, 0.5, -5
O=C(NCCCN1CCOCC1)c1ccc([N+](=O)[O-])cc1[N+](=O)[O-]
    -1, 115, -2, 7, -2, -20, 1, 2.5, -2
Cc1cccc(-n2c(CCc3ccccc3)nnc2SCC(=O)c2ccccc2)c1
    16, 107, -2, 1, 6, -9, 11, 3.2, 3
O=C(NCCCl)Nc1ccccc1OCCOc1ccccc1NC(=O)NCCCl
    3, 101, 1, -3, -2, -3, 6, 1.4, -1
Cc1nc2ccc(NC(=O)c3cc([N+](=O)[O-])cc([N+](=O)[O-])c3Cl)cc2s1
    15, 93, 0, 5, 4, 6, 7, -1.2, -1
Cc1cc(C(C#N)c2ccccc2F)n2ncnc2n1 (centres undefined)
    -5, 110, 1, 19, -1, -3, 6, 0.3, 0
CCn1c(-c2cc(Cl)ccc2OC)n[nH]c1=S
    -4, 119, -3, -19, -5, -12, -20, 3.4, -2
Cc1ccccc1-n1c(Cn2c(=O)sc3ccccc32)nnc1SCC(=O)Nc1nccs1
    2, 103, 0, 3, -1, -6, 9, 2.8, -8
O=C1CCCC2=C1C(c1cccs1)n1nc(SCc3ccccc3F)nc1N2 (centres undefined)
    2, 85, -1, -4&4, -1, 3, 1, -0.3, 3
CSc1ccc(C(=S)N2CCN(C(c3ccccc3)c3ccccc3)CC2)cc1
    -4, 77, -7, 2, 0, 20, 5, 1.4, 3
CCC(C)NC(=O)CSc1nc2ccccc2c(=O)n1Cc1ccc(OC)cc1 (centres undefined)
    0, 96, -3, 9, 0, -3, -28, 1.1, -2
CSCC(C)N1CCC(Oc2cccc(C(=O)NCc3ccccn3)c2)CC1 (centres undefined)
    2, 95, -4, -16, -4, 3, -5, 1.3, -2
CCOc1ccccc1CN1CCN(CC2=Cc3cc(OC)ccc3OC2)CC1CCO (centres undefined)
    -2, 90, 0, 8, -2, -6, 0, 1.0, -3
C=CCNC(=O)CCCCCNS(=O)(=O)c1ccc(OC)cc1
    0, 122, 0, 0, -1, 16, 16, 0.5, -3
COC(=O)c1c(-c2cccc(OC)c2)csc1N
    -7, 103, -2, 3, -1, -6, -3, 1.9, -2
COC(=O)c1ccccc1NC(=O)CCCn1nc([N+](=O)[O-])c(Br)c1C
    0, 98, -1, 0, 0, 4, 7, -1.1, 1
CC(=O)N1c2ccc(S(=O)(=O)N3CCCC(C(=O)NCc4ccccc4Cl)C3)cc2CC1C (centres undefined)
    8, 89, 0, -3, -1, 18, 5, 3.1, -7

Next entries.
Results follow in this order: HCV core dimer, Yeast superoxide, TPT1 inhibitor, GASC-1 inh, PP1 inh, EBNA-1 inhibitor, ZTA DNA inh, PP5 primary, CTSL1 counter
CCCOc1ccc(OCCSc2ncccn2)cc1
    -4, 106, -1, 9, 16*, -6, -24, 2.0, 3
CCCC1(c2ccccc2)NC(=O)N(CC(=O)N2CC(=O)Nc3ccccc32)C1=O (centres undefined)
    ., 83, ., -11, 1, ., -5, 2.2, .
O=C(Nc1cccc(-c2nc3ccccc3[nH]2)c1)c1ccco1
    3, 68, 1, -9, 2, -14, 0, 4.1, 4
O=C(CCN1C(=O)C2C3CCC(C3)C2C1=O)Nc1cccc(Cl)c1 (centres undefined)
    1, 100, 5, -8, -2, 4, -1, 0.2, -5
O=[N+]([O-])c1ccc(C[n+]2cccc3ccccc32)cc1
    4, 111, 56*, -1, 4, 6, 9, -4.4, 2
CCOc1ccc(CC(=O)Nc2cc(=O)n(C)c(=O)n2C)cc1
    2, 112, -1, -7, 4, -10, -3, 1.8, -1
Cc1c(CCOC(=O)C23CC4CC(CC(C)(C4)C2)C3)sc[n+]1Cc1ccccc1
    -7, 93, -5, 121, 2, 8, 4, 0.4, -1
CC(C)(C)c1ccc2c(c1)OC(C(=O)N/N=C\c1ccc(-c3cccc(C(=O)O)c3)o1)CO2 (centres undefined)
    19, 105, 1, -1, 8, -1, 11, 0.0, 1
O=C(NCc1ccccc1Cl)C1CCN(S(=O)(=O)c2ccc(N3CCCC3=O)cc2)CC1
    10, 112, 0, 10, -3, 1, 4, 1.1, 0
Cc1c(NC(=O)COC(=O)/C=C/c2cccc(Cl)c2)c(=O)n(-c2ccccc2)n1C
    ., 96, ., -1, -2, ., -7, 1.8, .
COc1cc(NC(=S)NN2CCN(C)CC2)cc(OC)c1OC
    4, 108, 2, 1, -3, -4, 4, -0.6, 1
Cc1oc(-c2ccccc2)cc1C(N)=O
    -6, 102, -5, -23, -1, 7, -10, 1.6, 0
COc1ccc(CCNC(=O)c2cc3c(=O)n(C)c4ccccc4c3n2C)c(OC)c1
    7, 61*, 4, 8, -2, -9, -2, -0.9, -5
CC1(C)Oc2ccc3ccc(=O)oc3c2/C(=C/O)C1=O
    5, 105, 0, 0, -3, -2, -4, 0.5, 0
CCOC(=O)C1=C(C)Nc2ccccc2N=C1NC(=O)c1oc2ccccc2c1COC
    ., 93, ., 3, -1, ., 4, 4.1, .
O=C(C1CC1)n1cc(C(=S)N2CCOCC2)c2ccccc21
    -2, 86, -4, -1, -3, 6, 6, -0.1, -1
COCCn1c(C)cc2c(c1=O)C(c1ccco1)C(C#N)=C(N)O2 (centres undefined)
    -5, 103, -1, 7, 2, 5, 6, 3.9, -4
O=S1(=O)CCOCCCN1Cc1cccc(F)c1
    -4, 103, 0, 9, 3, -3, -9, 2.3, 0
CC(C)C[C@H](NC(=O)c1nc[nH]c1C(=O)NCC(=O)OC(C)(C)C)C(=O)OCc1ccccc1
    -10, 110, -2, -5&4, 9, -17, -9, 12*, 0
O=C(NC(NNc1ccc([N+](=O)[O-])cc1)(C(F)(F)F)C(F)(F)F)c1ccccc1Cl
    -4, 87, 3, -11, 0, 5, 16, 2.9, 3
Cc1ccc(C(=O)O/N=C(\N)c2ccccn2)c(Cl)c1
    4, 102, -1, -8, 0, -13, -10, 2.2, -3
Cc1ccc(/C=N\NC(=O)Cc2noc3ccccc23)cc1
    9, 89, 0, -19, 9, 0, -5, 1.3, 1
Cc1cccc(C(C)C)c1NC(=O)COC(=O)C1CC(=O)N(Cc2ccccc2)C1 (centres undefined)
    2, 108, 0, 0, -3, -3, -9, -1.1, -24
CC(C)/C=N/NC(=O)c1cc(Br)ccc1O
    1, 113, -3, -12, -4, 10, 4, 0.3, -4

Arranged by the number under EBNA-1 inhibitor (rising): 3 from the list above
SMILES	EBNA-1 inhibitor
Cc1ccc(C(=O)O/N=C(\N)c2ccccn2)c(Cl)c1	-13
Cc1ccc(/C=N\NC(=O)Cc2noc3ccccc23)cc1	0
CC(C)/C=N/NC(=O)c1cc(Br)ccc1O	10

Screens deposited in PubChem by several laboratories.

Compounds as they come. About 3.1% of those tested had a hit in this group.
